# M4 antag – antagonists of human muscarinic M4 receptor (CHRM4). P08173. 360,000 tested, 0.73% active. AID 624125. inhibition, % at 3 µM. CHO-hM4 cells, ACh EC80, Fluo-8 calcium fluorescence;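 active means inhibition above its plate's cutoff, the mean inhibition of sample wells plus 3 SD, cut at about 27% in these data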;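 further: 0% = acetylcholine EC80 with DMSO and 100% = DMSO without agonist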
# Target sequence (P08173 whole entry, looked up): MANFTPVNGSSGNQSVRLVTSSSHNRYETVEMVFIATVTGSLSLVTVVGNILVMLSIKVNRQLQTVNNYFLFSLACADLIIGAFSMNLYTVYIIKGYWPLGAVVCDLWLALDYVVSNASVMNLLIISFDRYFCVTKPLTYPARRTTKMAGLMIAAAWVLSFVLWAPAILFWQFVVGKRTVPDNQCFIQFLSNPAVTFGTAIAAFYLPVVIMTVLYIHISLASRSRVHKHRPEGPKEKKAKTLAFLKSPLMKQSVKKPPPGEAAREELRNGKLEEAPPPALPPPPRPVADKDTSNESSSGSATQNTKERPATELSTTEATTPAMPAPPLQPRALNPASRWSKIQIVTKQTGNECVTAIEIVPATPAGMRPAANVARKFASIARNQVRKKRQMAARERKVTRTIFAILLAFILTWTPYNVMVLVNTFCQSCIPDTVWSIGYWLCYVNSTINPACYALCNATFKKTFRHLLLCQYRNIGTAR
# CHRM5 PAM – potentiates acetylcholine response at human M5 receptor | P08912 | CHO-K1 hM5, Fluo-8 calcium, ACh EC20 PAM; 0% = ACh EC20, 100% = ACh EC100 | activation, % at 3 µM | 360,000 tested, 0.3% active | AID 624038;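 active means activation above the run cutoff, the mean activation of all test compounds plus 3 SD, cut at about 18% in these data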
# Target sequence (P08912 whole entry, looked up): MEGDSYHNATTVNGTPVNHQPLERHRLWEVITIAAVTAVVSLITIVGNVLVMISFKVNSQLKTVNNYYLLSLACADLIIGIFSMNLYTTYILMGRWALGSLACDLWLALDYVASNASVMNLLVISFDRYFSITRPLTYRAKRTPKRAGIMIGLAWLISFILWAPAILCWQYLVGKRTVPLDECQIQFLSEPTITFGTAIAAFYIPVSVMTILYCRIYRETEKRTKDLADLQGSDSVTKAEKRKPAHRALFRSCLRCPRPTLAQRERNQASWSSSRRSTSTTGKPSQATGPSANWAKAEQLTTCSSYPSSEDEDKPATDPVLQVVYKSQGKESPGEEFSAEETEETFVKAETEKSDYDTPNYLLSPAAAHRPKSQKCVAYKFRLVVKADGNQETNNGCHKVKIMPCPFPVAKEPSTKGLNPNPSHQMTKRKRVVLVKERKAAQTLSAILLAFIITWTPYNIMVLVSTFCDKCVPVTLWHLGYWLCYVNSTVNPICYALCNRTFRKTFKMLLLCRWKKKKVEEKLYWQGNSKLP
#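 System: CHO-K1 hM5 cells. Reagent: acetylcholine, EC20 level. Compound dosing: single dose, 3 µM nominal final test concentration. Timing: Post-acetylcholine fluorescence recording 140 s. Detection: Fluo-8 calcium fluorescence. Read-out: % activation, ACh-normalized. Benchmarks: ACh EC20 and EC100 wells. Repeats: singlicate, one well per test compound.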
# CHRM5 agonist – CHRM5 agonism in calcium assay; 360,000 tested, 0.19% active; P08912; CHO-K1 hM5 cells, Fluo-8 calcium fluorescence; 0% DMSO wells, 100% maximal acetylcholine response; activation, % at 3 µM;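 active means activation above the run's mean over test compounds plus 3 SD, cut at about 23% in these data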;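 further: signal is peak over basal fluorescence ratio across the kinetic read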
# CHO-K1 Ca antag – counter-screen for M1 antagonists: effect in parental CHO-K1 cells; ATP-induced calcium, Fluo-8 fluorescence; inhibition, % at 3 µM; 360,000 tested, 0.6% active; AID 602250;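 active means inhibition above a per-plate cutoff, the plate's mean sample inhibition plus 3 SD, cut at about 24% in these data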;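 further: 0% = DMSO plus EC80 ATP and 100% = DMSO alone without ATP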
# M5 antag – antagonists of human muscarinic M5 receptor (CHRM5) | P08912 | CHO-hM5 cells, Fluo-8 calcium fluorescence, ACh EC80 | inhibition, % at 3 µM | 360,000 tested, 0.59% active | AID 624040;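 active means inhibition above a per-plate cutoff, the mean of that plate's test compounds plus 3 SD, cut at about 27% in these data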;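 further: 0% = acetylcholine EC80 with DMSO and 100% = DMSO without agonist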
# CHRM4 PAM – potentiates acetylcholine response at human M4 receptor; P08173; CHO-K1 hM4/Gqi5, Fluo-8 calcium fluorescence, ACh EC20; 0% = ACh EC20, 100% = maximal ACh; activation, % at 3 µM; 360,000 tested, 0.4% active; AID 624126;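 active means activation above its plate's cutoff, the mean activation of sample wells plus 3 SD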; further: some results filed as inactive read as strong as hits
# CHRM4 agonist – CHRM4 agonism in calcium assay; P08173; CHO-K1 hM4/Gqi5, Fluo-8 calcium fluorescence; vehicle 0%, full acetylcholine response 100%; activation, % at 3 µM; 360,000 tested, 0.14% active; AID 624127;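 active means activation above the run mean over all test wells plus 3 SD, cut at about 32% in these data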;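 further: peak over basal fluorescence ratio per well then scaled between controls; 0% = DMSO wells and 100% = acetylcholine at EC100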
# CHO-K1 Ca PAM – counter-screen for M1 PAMs: effect in parental CHO-K1 cells; ATP EC20, Fluo-8 calcium fluorescence; 0% at ATP EC20, 100% at ATP max; activation, % at 3 µM; 360,000 tested, 0.02% active; AID 602247;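 active means activation above the run cutoff, the mean activation of all test compounds plus 3 SD, cut at about 40% in these data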;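 further: peak over basal fluorescence ratio in a 140 s read after ATP addition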
# CHO-K1 Ca ag – nonselective activator or artifact in parental CHO-K1 cells | Fluo-8 calcium fluorescence; scaled to maximal ATP response, vehicle zero | activation, % at 3 µM | 360,000 tested, 0.48% active; in the data active means activation above about 15%;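 further: untransfected CHO-K1 host cells lacking M1 receptor as counterscreen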
# The depositor's hits bear a star; / = not tested or not shown.
# The line under a structure holds: M4 antag, CHRM5 PAM, CHRM5 agonist, CHO-K1 Ca antag, M5 antag, CHRM4 PAM, CHRM4 agonist, CHO-K1 Ca PAM, CHO-K1 Ca ag
> CCNC(=O)C1(C)CCN(Cc2ccc(OC(F)(F)F)cc2)C1 (stereo unspecified)
  -2, -2, 0, -5, 5, -2, 0, 9, 0.8
> COc1ccccc1N1CCN(CC(=O)Nc2ccc(C)c(F)c2)CC1
  -11, 0, -2, -8, 3, 7, 4, 17, 1.3
> Cc1ccc(OCCN(C)C(=O)C2CCC(=O)N(CCCN3CCOCC3)C2)cc1 (stereo unspecified)
  1, 1, -4, -5, 9, 7, 0, -9, 0.2
> CC1(C(=O)Nc2ccc3c(c2)OCCO3)CN(S(C)(=O)=O)CC(=O)N1Cc1cccs1 (stereo unspecified)
  -12, -2, 2, /, -3, 5, 4, /, /
> O=C(CCC1CCCC1)NNC(=O)COc1ccc(Br)cc1
  -6, 4, -5, -26, 0, 10, 0, 15, -0.1
> CCCC(=O)Nc1ccc(NC(=O)C23CC4CC(CC(C4)C2)C3)cn1
  4, 4, -7, -6, -2, -5, 2, 9, 0.0
> COc1ccc(N(CC(=O)Nc2ccc(C)c(C)c2)C2=NC3CS(=O)(=O)CC3S2)cc1 (stereo unspecified)
  -4, -1, 2, -12, 1, 4, 1, 20, 0.3
> Cc1noc(C)c1S(=O)(=O)N1CCCN(C(=O)/C=C/c2ccccc2F)CC1
  3, 5, -1, -2, 0, 3, 2, 16, 0.1
> Cc1cc(C(=O)CN2C(=O)NC3(CCCCC3)C2=O)c(C)n1Cc1ccco1
  13, -1, 0, 8, 15, 4, 1, -23, 0.8
> O=C(c1ccc(N2CCCC2)c([N+](=O)[O-])c1)N1CCN(CCO)CC1
  -4, 3, 2, -11, -6, -1, 1, 10, 0.2
> Cc1cccc(C(=O)NC(C)C(c2cccs2)N2CCOCC2)c1 (stereo unspecified)
  4, -11, 0, -3, 11, -15, 3, 12, 15*
> Cc1[nH]nc2c1C(c1ccsc1)C(C#N)=C(N)O2 (stereo unspecified)
  7, -4, 1, -1, -4, 5, 0, 14, 0.3
> Cc1cc(C)cc(-n2c(SCC(=O)NCc3ccco3)nc3ccccc3c2=O)c1
  -2, -1, -5, -10, -1, 4, -1, 24, 1.4
> CCOC(=O)Cn1cc(C#N)c2ccccc21
  -25, 1, -5, -7, 2, 1, 1, 12, -0.1
> CCC(C)(C)NC(=O)C(c1cccs1)N(C(=O)c1ccn[nH]1)c1cccc(OC)c1 (stereo unspecified)
  0, -8, -1, -11, 2, 3, 2, 16, 1.2
> COc1cc(OC)c(C2C(C(=O)Nc3ccc(C)cc3C)=C(C)Nc3ncnn32)cc1OC (stereo unspecified)
  -2, -1, -3, 4, 3, 3, 0, 5, 0.1
> COc1cc(NCCCCCCCN)c2ncccc2c1
  11, 0, -3, -7, 1, -4, 2, 21, 0.7
> COc1ccc(CNS(=O)(=O)c2cc(OCC(N)=O)c(C)cc2Cl)cc1
  4, 2, 0, -9, -4, 15, 0, 11, 0.2
> Cn1c(C(=O)NCCCN2CCCCCC2)cc2c(=O)n(C)c3ccccc3c21
  -23, 0, -3, -15, -2, -6, 1, 25, -0.3
> CCN1CCN(c2ccc(S(=O)(=O)N3CCCCC3)cc2NC(=O)/C=C/c2ccc(OC(F)F)cc2)CC1
  -21, -1, 1, -7, 3, 12, 3, -15, 0.9
> COc1cccc([C@@H]2CC=C(C(=O)O)CN2S(=O)(=O)c2ccc(C)cc2)c1
  6, 0, -5, -3, 11, 1, 0, 3, 0.1
> Cc1onc(-c2c(F)cccc2Cl)c1C(=O)N1CCc2ccccc21
  -7, -6, -4, -3, 8, 3, 0, -1, 1.5
> O=C(/C=C/c1c(F)cccc1Cl)Nc1nn[nH]n1
  2, -6, -2, 9, -10, -5, 1, 16, 22*
> Cc1ccc2nc(SCC(=O)NCc3ccco3)nc(=O)n2c1
  10, 2, 2, -3, 1, -2, 0, 20, 0.8
> O=C(O)c1cccc(Oc2ncnc3sc4c(c23)CCCC4)c1
  11, -4, 1, 2, 9, -4, 1, -15, -0.5
> Cc1ccc(NC(=O)CCNC(=O)c2ccccc2)cc1F
  0, 8, 2, -13, 0, 6, 3, 8, 2.9
> CCOC(=O)c1ccc(NC(=S)NCCc2ccccc2)cc1
  13, -18, 2, 19, 24, -11, 13, 4, 8.8
> CCN(CC)S(=O)(=O)c1ccc(N2CCOCC2)c(NC(=O)COc2ccccc2C#N)c1
  -17, -4, -1, -7, 4, 7, 1, 2, -0.5
> Cc1ccc(/C=N/Nc2nc(N3CCOCC3)nc(N3CCOCC3)n2)o1
  0, -8, 1, 8, 10, -3, 1, -16, 0.8
> O=C(NCCc1ccccc1)C(=O)Nc1nccs1
  -4, -5, -2, 2, 7, 2, 0, 1, 0.3

# 10 entries from above, ordered by SMILES length, low to high.
# The line under a structure holds: M4 antag, CHRM5 PAM, CHRM5 agonist, CHO-K1 Ca antag, M5 antag, CHRM4 PAM, CHRM4 agonist, CHO-K1 Ca PAM, CHO-K1 Ca ag
> COc1cc(NCCCCCCCN)c2ncccc2c1
  11, 0, -3, -7, 1, -4, 2, 21, 0.7
> Cc1[nH]nc2c1C(c1ccsc1)C(C#N)=C(N)O2 (stereo unspecified)
  7, -4, 1, -1, -4, 5, 0, 14, 0.3
> Cc1cccc(C(=O)NC(C)C(c2cccs2)N2CCOCC2)c1 (stereo unspecified)
  4, -11, 0, -3, 11, -15, 3, 12, 15*
> CCNC(=O)C1(C)CCN(Cc2ccc(OC(F)(F)F)cc2)C1 (stereo unspecified)
  -2, -2, 0, -5, 5, -2, 0, 9, 0.8
> COc1ccccc1N1CCN(CC(=O)Nc2ccc(C)c(F)c2)CC1
  -11, 0, -2, -8, 3, 7, 4, 17, 1.3
> CCCC(=O)Nc1ccc(NC(=O)C23CC4CC(CC(C4)C2)C3)cn1
  4, 4, -7, -6, -2, -5, 2, 9, 0.0
> Cn1c(C(=O)NCCCN2CCCCCC2)cc2c(=O)n(C)c3ccccc3c21
  -23, 0, -3, -15, -2, -6, 1, 25, -0.3
> CCC(C)(C)NC(=O)C(c1cccs1)N(C(=O)c1ccn[nH]1)c1cccc(OC)c1 (stereo unspecified)
  0, -8, -1, -11, 2, 3, 2, 16, 1.2
> CC1(C(=O)Nc2ccc3c(c2)OCCO3)CN(S(C)(=O)=O)CC(=O)N1Cc1cccs1 (stereo unspecified)
  -12, -2, 2, /, -3, 5, 4, /, /
> CCN1CCN(c2ccc(S(=O)(=O)N3CCCCC3)cc2NC(=O)/C=C/c2ccc(OC(F)F)cc2)CC1
  -21, -1, 1, -7, 3, 12, 3, -15, 0.9

# (continued)
# The line under a structure holds: M4 antag, CHRM5 PAM, CHRM5 agonist, CHO-K1 Ca antag, M5 antag, CHRM4 PAM, CHRM4 agonist, CHO-K1 Ca PAM, CHO-K1 Ca ag
> COc1ccc(NC(=O)COC(=O)c2ccc3ccccc3n2)cc1OC
  1, 1, 2, -6, 15, -2, 4, 20, 0.9
> CCC(C)NC(=O)CC(C)C (stereo unspecified)
  8, 0, 1, -15, 12, 14, 0, 19, 0.5
> CSc1ccc(CN2CCC(C)(Oc3ccccc3)C2)cc1 (stereo unspecified)
  -18, -8, -4, -14, 2, -1, 2, 15, 1.2
> COc1ccc(CNC(=O)N[C@@H](CC(C)C)C(=O)O)cc1OC
  -6, 7, 4, -4, -1, 0, 0, 6, 0.0
> CCOC(=O)C1(C)CCN1C(=O)c1oc2ccccc2c1C (stereo unspecified)
  -19, 2, -1, 15, -5, 8, 1, -8, 0.0
> O=C(NCCN1CCN(c2ccccc2)CC1)c1ccc2c(c1)[nH]c(=S)n1c3ccccc3nc21
  -5, 1, -1, -13, 8, -2, 3, 21, 4.3
> Cc1cc(CNC(=O)COc2ccc(F)cc2)c2ccccc2n1
  4, -8, 2, 4, 4, -2, 6, 22, 5.8
> N/C(=N\OC(=O)c1ccc(Br)cc1)c1ccccc1
  -4, 2, 4, 0, 1, 8, 0, 6, 0.2
> COc1ccc2c(c1)c(=O)oc1cc(OCC(=O)NC3CC3)ccc12
  6, -2, 0, 10, -2, -1, 0, -7, -0.2
> COc1ccc(-n2c(SCCC(=O)O)nnc2-c2ccncc2)cc1
  14, -4, -3, -4, 0, -2, 0, 9, 0.1
> NS(=O)(=O)c1ccc(NC=C2C(=O)OC3(CCCCC3)OC2=O)cc1
  -13, -1, -1, 8, 0, 9, 0, -2, 0.1
> Cc1ccc(NC(=O)[C@@H]2CCC(=O)N2C2OC(=O)c3ccccc32)cc1Cl (stereo partly specified)
  -7, 1, -3, -8, 0, 7, 2, 8, 0.6
> Cc1ccc(S(=O)(=O)/N=C2/NC(=O)/C(=C\c3ccccc3)S2)cc1
  2, -2, -1, -8, 2, 1, 1, 6, -0.1
> CCOc1ccc(S(=O)(=O)N2CCC(C(=O)N3CCN(c4ccccc4)CC3)CC2)cc1
  4, 9, -1, 9, -9, 11, 0, -10, 0.2
> CC(=O)N1CC(C)Sc2ccc(S(=O)(=O)NC3CCCCC3)cc21 (stereo unspecified)
  5, -8, 8, -5, 1, -8, 11, -2, 11
> C=CCC(=O)NC1CC(C)(C)Cc2c1cnn2-c1ccccc1C (stereo unspecified)
  0, -1, 2, -7, 9, 5, 2, 13, 1.0
> CCC(Sc1nc2ccsc2c(=O)n1CCC(=O)O)C(=O)Nc1ccc(Cl)cc1 (stereo unspecified)
  -1, 3, 0, 0, -5, 2, 0, 7, 0.3
> O=[N+]([O-])c1cc(C(F)(F)F)ccc1NCCCCNS(=O)(=O)c1ccc2ccccc2c1
  5, -2, 1, -7, 3, -4, 2, 18, 1.0
> Cn1c(=O)c2c(nc(CN3CCN(C(c4ccccc4)c4ccccc4)CC3)n2CCCO)n(C)c1=O
  -7, -3, -6, -15, 13, -5, 7, 16, 0.8
> Cc1ccc(-n2nc(C)c(NS(=O)(=O)c3ccccc3)c2C)cc1C
  4, 8, -7, -4, -4, -4, -3, 12, 0.4
> C=CCNc1nc(C(=O)OCC(=O)c2ccc(F)cc2)cs1
  3, 4, 3, 17, 1, 1, 3, -4, -0.2
> COc1ccc(NC(C)=O)cc1S(=O)(=O)NC(C)c1ccc(-n2ccnc2)cc1 (stereo unspecified)
  2, 0, 1, -12, 1, 0, 0, 14, 0.3
> Cc1c[n+]([O-])ccc1[N+](=O)[O-]
  -5, 0, 3, -10, 14, 0, 1, 6, 0.6
> Cc1c(Cl)cccc1-n1c(SCC(=O)N2CCC(C(=O)O)CC2)nc2ccccc2c1=O
  -9, 4, 1, -4, 1, -1, -1, -3, 0.3
> CC1CN(S(=O)(=O)c2ccc(C(=O)Nc3nnc(-c4ccc5c(c4)CCCC5)o3)cc2)CC(C)O1 (stereo unspecified)
  7, 1, -1, 14, -2, -3, 0, -7, -0.2
> O=C(NCCN1CCC(n2c(=O)[nH]c3ccccc32)CC1)c1c(F)cccc1F
  2, 0, 4, -12, 8, 7, 2, 9, 2.1
> Cn1nc(C(=O)OCC(=O)c2ccc(Br)cc2)c2ccccc2c1=O
  3, -6, -1, -16, 8, 2, 1, -4, 0.3
> COc1ccc(F)cc1C(=O)C1CCCN(C(=O)CSc2ccccn2)C1 (stereo unspecified)
  6, 7, -9, -7, -4, 3, 2, 21, 3.8

# High-throughput results deposited in PubChem by The Scripps Research Institute Molecular Screening Center.
